Compound activity: PubChem BioAssay, National Center for Advancing Translational Sciences (NCATS)
BLM inh: blocks DNA unwinding by human BLM helicase. P54132. recombinant BLM DNA unwinding, fluorescence dequenching. AID 2528. actives 0.2% (n = 350,000). Potency, µM (highest dose often 56.1 µM), without a hit: at the highest dose activity change, negative = inhibition, hits mostly inhibitors;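 note: potency is the fitted concentration of half-maximal effect; plate controls were vehicle for no effect and no enzyme for full effect; nearly all actives have a fitted effect of over 35% in size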
RXFP1 antagonist: antagonists of human relaxin receptor RXFP1; Q9HBX9; HEK293-RXFP1, relaxin-stimulated cAMP HTRF, 30 min; hits give low values; activity change, negative = inhibition, % at 57.5 µM; actives 0.59% (n = 350,000);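 active = activity change of -60% or lower, but not beyond a set lower limit; inconclusive = change between -60% and -40%, or beyond the set limit; inactive = change above -40%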; note: % is set by controls: 0 for no effect and ±100 for the full control effect
Tb PGK inh: inhibitors of T. brucei phosphoglycerate kinase; PGK/GAPDH coupled, Kinase-Glo luminescence, 60 min; P07378; Potency, µM (top dose mostly 57.5 µM), without a hit: top-dose activity change, negative = inhibition, hits mostly inhibitors; actives 0.043% (n = 380,000); note: potency is the fitted concentration of half-maximal effect; % is set by controls: 0 for no effect and ±100 for the full control effect; nearly all actives have a fitted effect of over 60% in size
Target sequence (P07378 whole entry, looked up): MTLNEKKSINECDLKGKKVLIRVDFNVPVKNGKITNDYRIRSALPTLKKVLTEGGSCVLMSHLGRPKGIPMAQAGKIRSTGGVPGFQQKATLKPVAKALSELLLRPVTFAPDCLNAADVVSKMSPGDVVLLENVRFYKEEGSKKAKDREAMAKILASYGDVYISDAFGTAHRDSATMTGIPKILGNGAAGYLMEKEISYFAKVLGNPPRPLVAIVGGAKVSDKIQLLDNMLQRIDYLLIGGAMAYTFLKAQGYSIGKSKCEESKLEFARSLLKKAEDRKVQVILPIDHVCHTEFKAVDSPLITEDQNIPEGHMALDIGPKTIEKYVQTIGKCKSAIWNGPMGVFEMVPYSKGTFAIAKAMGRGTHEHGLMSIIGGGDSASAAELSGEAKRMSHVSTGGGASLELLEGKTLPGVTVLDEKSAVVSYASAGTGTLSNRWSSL
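Recombinant glycosomal PGK reaction used 1,3-bisphosphoglycerate generated in-well by GAPDH (100nM final) in 100mM TEA pH 7.6, 5mM MgCl2, 0.01% Tween-20. After 60 minutes at room temperature, ATP was read by Kinase-Glo Plus luminescence end-point.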
Pol beta inh: DNA polymerase beta (human) inhibition | actives 1.3% (n = 340,000) | Pol beta primer extension/strand displacement, fluorescence kinetic | P06746 | Potency, µM (top dose mostly 114 µM), inactives show at the top dose activity change, negative = inhibition, most hits filed as inhibitors; note: potency is the fitted concentration of half-maximal effect; % is set by controls: 0 for no effect and ±100 for the full control effect
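Values derive from four-parameter Hill fits of normalized kinetic data: reads at 0 and 10 min following addition of 50 nM substrate to 10 nM Pol beta preincubated 15 min with compound.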
POLK inh: DNA polymerase kappa (human) inhibition | Q9UBT6 | purified Pol kappa, fluorescent DNA synthesis assay, 10 min | Potency, µM (highest dose often 107 µM), inactives show at the highest dose activity, negative = inhibition, most hits filed as inhibitors | actives 0.53% (n = 400,000); note: potency is the fitted concentration of half-maximal effect; % is set by controls: 0 for no effect and ±100 for the full control effect
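Fluorescent qHTS in 1536-well format: enzyme (10 nM) and compound sat 15 min at room temperature before 50 nM substrate (final) was added. Signal taken at 0 and 10 min; no-enzyme buffer wells were negative controls.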
Pol eta inh: blocks human DNA polymerase eta activity; Q9Y253; recombinant Pol eta, fluorescent DNA replication assay; Potency, µM (titrated, usually from 114 µM), inactives show at the top dose activity change, negative = inhibition, hits mostly inhibitors; actives 1.2% (n = 390,000); note: potency is the fitted concentration of half-maximal effect; % is set by controls: 0 for no effect and ±100 for the full control effect
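Fluorescent replication assay: 50 nM final substrate added after a 15 min room-temperature compound preincubation with 10 nM enzyme. Signal taken at 0 min and again at 10 min.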
Apoferritin bind: binds horse apoferritin like a general anesthetic. P02791. apoferritin/1-aminoanthracene competitive binding, fluorescence. Potency, µM (top dose mostly 77.5 µM), without a hit: at the highest dose activity change, negative = displacement, hits mostly inhibitors. actives 0.074% (n = 350,000). AID 485281; note: potency is the fitted concentration of half-maximal effect; % is set by controls: 0 for no effect and ±100 for the full control effect; nearly all actives have a fitted effect of over 20% in size
Target sequence (P02791 2-175 limits assumed): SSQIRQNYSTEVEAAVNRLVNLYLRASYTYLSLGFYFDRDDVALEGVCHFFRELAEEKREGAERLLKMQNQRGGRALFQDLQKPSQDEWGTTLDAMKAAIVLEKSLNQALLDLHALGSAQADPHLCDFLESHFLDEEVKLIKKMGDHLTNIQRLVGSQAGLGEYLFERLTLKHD
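10 uM apoferritin + 50% sat. 1-AMA, PBS; cpd 10 min RT; Ex380/Em535 endpoint; normalized to free probe vs complex; 4-param Hill fit; propofol titration as pos. ctrl.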
APE1 inh: blocks human APE1 abasic DNA cleavage; P27695; Potency, µM (top dose mostly 65.8 µM), for inactives: at the highest dose activity change, negative = inhibition, actives largely listed as inhibitors; actives 0.35% (n = 350,000); recombinant APE1, TAMRA/BHQ-2 abasic DNA cleavage fluorescence;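 note: potency is the fitted concentration of half-maximal effect; plate controls were vehicle for no effect and reference inhibitor for full effect; nearly all actives have a fitted effect of over 55% in size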
Target sequence (P27695 whole entry, looked up): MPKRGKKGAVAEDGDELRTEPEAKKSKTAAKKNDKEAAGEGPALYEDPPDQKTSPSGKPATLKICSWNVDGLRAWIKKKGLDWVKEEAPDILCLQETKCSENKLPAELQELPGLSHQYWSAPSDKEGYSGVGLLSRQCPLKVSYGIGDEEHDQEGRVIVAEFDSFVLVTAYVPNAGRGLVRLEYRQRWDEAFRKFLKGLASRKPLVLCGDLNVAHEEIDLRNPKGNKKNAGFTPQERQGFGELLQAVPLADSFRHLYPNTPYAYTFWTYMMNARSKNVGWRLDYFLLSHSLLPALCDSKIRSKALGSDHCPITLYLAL
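Compound pre-exposure to 0.75 nM APE1, 15 min at ambient temperature. Reaction initiated with 50 nM TAMRA/BHQ-2 THF substrate, read immediately in kinetic mode, 525 nm excitation, 598 nm emission.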
POLI inh: DNA polymerase iota (human) inhibition. Q9UNA4. Pol iota fluorescent replication assay, 10 min. Potency, µM (highest dose often 115 µM), for inactives: top-dose activity, negative = inhibition, actives largely listed as inhibitors. actives 1% (n = 390,000). AID 588590; note: potency is the fitted concentration of half-maximal effect
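Pol iota at 10 nM preincubated 15 min with compounds at room temperature; reaction started with fluorescent substrate, 50 nM final. Fluorescence read kinetically at 0 and 10 min; buffer-only wells as negative control.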
An asterisk follows results filed as active; i = inactive; ? = inconclusive; nt = not tested or not shown; & = joins results of further samples; [ ] = remark or other dose. Unless noted, calls come from the whole dose curve; as a rule, active = well fitted curve in the direction sought with a large enough effect; inconclusive = small, poorly fitted or top-dose-only effect, or another doubt; inactive = no such curve, though single readings can be large; an effect the other way counts as inactive or inconclusive. An excerpt, so the mix of outcomes need not match the whole.

molecule	Apoferritin bind	POLK inh	RXFP1 antagonist	Tb PGK inh	APE1 inh	BLM inh	Pol eta inh	POLI inh	Pol beta inh
CC(C)(C)OC(=O)N1CCC(c2c(C(=O)N3CCN(C4CCCCC4)CC3)cnn2-c2cccc(Cl)c2)CC1	8%	5%	-29	3%	nt	-4%	-7%	-7%	18%
Cc1ccc(NC(=O)[C@@H](c2ccccc2)N2Cc3ccccc3C2=O)cc1	-9%	-3%	nt	-3%	nt	-8%	-15%	-1%	19%
COc1ccc(C(O)P(=O)(OC(C)C)OC(C)C)c(OC)c1 (stereo not drawn)	-5%	-14%	0	-10%	1%	-3%	-24%	-3%[58.9 µM]	15%
COC(=O)c1c(NC(C)=O)sc2c1CCCCC2	-14%	0%	3	-3%	-1%	3%	-18%	10%	20%
Clc1ccc(-c2ccc(/C=N/Nc3nncc(-c4ccccc4)n3)o2)cc1	-24%	4%	-5	-11%	1%	-4%	-11%	1%	0%
COCC(=O)NNS(=O)(=O)c1ccccc1[N+](=O)[O-]	-7%	-16%	9	0%	8%	-2%	-4%	3%	12%
CCOC(=O)N1CCN(C(=O)CN(c2cccc(C(F)(F)F)c2)S(C)(=O)=O)CC1	-12%	-15%	0	-1%	0%	0%	5%	26%	4%
O=C(NCCCn1ccnc1)Nc1ccc(Cl)cc1	-3%	3%	5	i	0%	-1%	1%	10%	72%
O=C(O)c1ccccc1OC(=O)C12CC3CC(CC(C3)C1)C2	-12%	1%	-3	i	-4%	-3%	4%	64%[activator]	-6%
Cc1nnc(SCC(=O)Nc2cc(C(N)=O)cc(C(N)=O)c2)n1-c1ccccc1	0%	-14%	-3	-2%	23%	-3%	-3%	25%	28%
Cc1nn(C)c(C)c1NC(=O)CN1CCC(O)(c2ccc3c(c2)OCO3)CC1	-7%	0%	-1	1%	22%	0%	-3%	-5%	20%
COc1ccc(CCN2C(=O)CC(N3CCOCC3)C2=O)cc1 (stereo not drawn)	-7%	-5%	-8	nt	4%	-3%	-15%	2%	?
CCOc1cccc(NC(=O)/C(C#N)=C/c2cccnc2)c1	4%	-7%	3	5%	-5%	-7%	-7%	-16%	2%
COc1ccc(C(=O)c2ccc(CC(=O)O)s2)cc1	-4%	-8%	16	i	-2%	-1%	-2%	-21%	-13%
COC(=O)CN(C)C(=O)c1cccc(OC2CCN(S(=O)(=O)N(C)C)CC2)c1	2%	7%	1	0%	-2%	1%	-20%	-2%	45%[activator]
O=C(Cc1cccc2ccccc12)N/N=C/c1ccc(Sc2nc3ccccc3s2)o1	-22%	-4%	-19	3%	-1%	-6%	-17%	8%	-3%
O=C(COC(=O)C1CCN(S(=O)(=O)c2cccs2)CC1)Nc1ccc(F)cc1Cl	nt	-6%	-22	-9%	4%	nt	-5%	90%[activator]	nt
CCOC(=O)c1c(C)n(-c2ccc(C)cc2)c2ccc(OCC(O)CNCC3CCCO3)cc12 (stereo not drawn)	-15%	1%	?	-1%	-10%	-3%	-26%	29%	9%
CC(NC(=O)c1ccccc1C(=O)O)c1ccc(-n2ccnc2)cc1 (stereo not drawn)	-3%	5%	9	i	4%	0%	-12%	-17%	18%
CCOC(=O)CSC1=NN2CCS(=O)(=O)N=C2S1	0%	-17%	-4	3%	6%	-2%	6%	57%[activator]	12%
CCOc1ccc(C(=O)NCCCCNC(=O)c2ccc(OCC)cc2)cc1	-1%	-6%	3	0%	9%	-11%	0%	101%[activator]	8%
COc1cccc(OCc2nc3ccccc3n2CCOc2ccccc2)c1	59%[activator]	-2%	-12	9%	nt	-7%	?	-1%	2%
CCSc1ccccc1C(=O)Nc1ccc2c(c1)OCO2	-10%	9%	1	i	-6%	-6%	-9%	40%	3%
CCOC(=O)c1cnc2ccccc2c1Nc1cc(C(=O)O)ccc1C	-4%	4%	3	-7%	0%	-4%	-5%	92%[activator]	20%
COc1cccc(C(=O)Nc2ncc3c(n2)CC(c2ccc(OC)cc2OC)CC3=O)c1 (stereo not drawn)	?	-2%	2	11%	-2%	0%	4%	-29%	5%

Next entries follow:
molecule	Apoferritin bind	POLK inh	RXFP1 antagonist	Tb PGK inh	APE1 inh	BLM inh	Pol eta inh	POLI inh	Pol beta inh
Cc1cc(C)n(-c2nc3c(c(=O)[nH]c(=O)n3C)n2Cc2cccc(Br)c2)n1	-21%	-7%	-10	-1%	-1%	-17%	-2%	1%	1%
OC(CNC1CCCC1)COc1ccc(Cl)cc1 (stereo not drawn)	0%	0%	-12	6%	-2%	2%	-10%	9%	59%
COCCCNC(=O)c1ccccc1-c1cc(C)no1	5%	4%	15	i	1%	-2%	-17%	181%[activator]	1%
O=C(NCCOc1ccccc1F)C1CCC(=O)N(CCc2cccc(F)c2)C1 (stereo not drawn)	-2%	0%	41	i	2%	-1%	6%	-8%	48%[activator]
COc1ccc(/C=N/NC(=O)c2sc3nc(C)cc(C)c3c2N)cc1	63%[activator]	-2%	-25	0%	-9%	0%	-1%	2%	-19%
CCOc1ccccc1NC(=O)CCc1nnc2ccc(NCc3ccco3)nn12	-12%	-43%	3	-5%	14%	-11%	?	50µM*	3%
Cc1cc(CNC(=S)Nc2ccc(Br)cc2Cl)nn1C	-2%	-12%	2	0%	-4%	0%	-5%	-9%	2%
Cc1ccc(-c2nn(CC(=O)NC3CCCCC3)c3c2cnc2ccccc23)cc1	4%	-10%	-8	i	nt	-6%	-5%	-11%	-9%
COc1cc(C#N)c(NC(=S)N2CCOCC2)cc1OC	-5%	nt	nt	nt	0%	0%	nt	nt	-2%
CC(C(=O)O)N1c2cccc3cccc(c23)S1(=O)=O (stereo not drawn)	69%[activator]	-15%	7	-1%	-3%	-6%	-13%	?	-21%
COCCN1C(=O)C(CC(=O)Nc2ccc(C(C)=O)cc2)SC1=Nc1ccccc1 (stereo not drawn)	?	-3%&-18%	-6&-7	-4%	-1%	-5%	-14%&-6%	62%&4%[activator]	1%
CCCCn1c(N)c(N(CCOC)C(=O)CSCc2c(C)noc2C)c(=O)[nH]c1=O	6%	-3%	-9	i	-19%	-6%	-13%	15%	6%
Cc1cccnc1NC(=O)CCNS(=O)(=O)c1ccc2c(c1)c(=O)n(C)c(=O)n2C	-1%	-9%	9	6%	5%	-6%	-12%	37%[activator]	-12%
CC(NC(=O)Nc1ccccc1)C(c1cccs1)N1CCN(c2ccccc2)CC1 (stereo not drawn)	-5%	13%	7	-5%	13%	-5%	-14%	16%	7%
CCOC(=O)C1CCCN(CC(=O)Nc2ccc(C(=O)Nc3ccccc3OC)cc2)C1 (stereo not drawn)	nt	-16%	-10	-3%	-12%	nt	-2%	8%	nt
Cc1c(Nc2nc3ccccc3n3cnnc23)cccc1[N+](=O)[O-]	1%	1%	-3	0%	-27%	1%	0%	-2%	26%
COc1cccc(NC(=O)CN(C)S(=O)(=O)c2ccc3c(c2)CCC(=O)N3)c1	-12%	-4%	3	-2%	-2%	-1%	-6%	-9%	-2%
Cc1ccccc1Nc1ncnc2c1cnn2-c1ccccc1	-21%	-2%	nt	2%	-5%	-8%	-6%	-1%	-18%
COc1ccc2c(c1)C1CC(C)(NC(=O)C1S(=O)(=O)c1ccc(F)cc1)O2 (stereo not drawn)	3%	-7%	-3	-1%	-18%	3%	-18%	5%	11%[57.1 µM]
Cc1cc(=O)oc2cc(OCC(=O)Nc3nnc(C4CC4)s3)ccc12	-3%	0%	-29	-3%	-4%	-4%	2%	-17%	1%
CCC(=O)c1cc(-c2nc3ccccc3n2C)n(C)c1	-7%	-7%	0	-4%	13%	4%	9%	6%	4%
O=C(CCSCc1cccc(Cl)c1)NCc1ccccc1Cl	-15%	-3%[60.1 µM]	-23	11%	nt	-10%	-12%	27%	2%
O=C(CSc1ccccn1)N1CCN(c2cccc(Cl)c2)CC1	-13%	-15%	-3	11%	-3%	-1%	-5%	-16%	-18%
O=C(NCCCN1CCOCC1)c1ccc2ccccc2c1	nt	4%	1	i	29%	nt	-6%	34%[activator]	nt
CC(=NCCc1ccccc1)C1=C(O)COC1=O	-16%	-6%	-2	5%	-1%	-2%	-7%	6%	1%

The listing continues:
molecule	Apoferritin bind	POLK inh	RXFP1 antagonist	Tb PGK inh	APE1 inh	BLM inh	Pol eta inh	POLI inh	Pol beta inh
CCOc1ccc(NC(=O)CN(C)CC(=O)Nc2ccc(Br)cc2F)cc1OCC	-19%	-3%	-13	-9%	0%	-9%	-25%	143%[activator]	21%
NNc1cccc(C=Cc2ccccc2)cc1=O	nt	?	-11	-9%	nt	nt	?	25µM*	nt
COc1ccc2nc(-c3ccccc3)cc(C(=O)N3CCC3)c2c1	nt	-5%	1	-2%	10%	nt	-3%	?	nt
CC1CN(C(=O)c2ccc(-c3cccc(C(F)(F)F)c3)o2)CC(C)O1 (stereo not drawn)	nt	-14%	-3	-3%	-1%	nt	-13%	21%	nt
CCc1nn(CC(=O)N2CCN(c3cccc(Cl)c3)CC2)c(=O)c2cc3sccc3n12	-7%	5%	2	-2%	nt	-6%	-22%	2%	74%
C=CCNC(=O)N1C2=NC(C(=O)OC)=C(C(=O)OC)[C@@H]3N(Cc4ccccc4)c4ccccc4[C@]23C[C@H]1C(=O)OC	nt	5%	nt	-7%	nt	nt	-1%	-3%	nt
O=C(NCCc1ccccc1)c1c[nH]c2ccc(F)cc2c1=O	nt	-16%	-7	-4%	nt	nt	-18%	24%	nt
CSc1ncc(C(=O)Nc2cc(Cl)ccc2C)c(-c2ccccc2)n1	-2%	1%	17	-2%	nt	-1%	-2%	-24%	14%

A few values from above.
RXFP1 antagonist with NNc1cccc(C=Cc2ccccc2)cc1=O = -11
Pol eta inh with CSc1ncc(C(=O)Nc2cc(Cl)ccc2C)c(-c2ccccc2)n1 = -2%
